Source: PubChem BioAssay
ROCK2 inh – inhibitors of human ROCK2 kinase, primary screen, biochemical, high-throughput, luminescence; AID 604, 2007; hit rate 0.35% among 60,000; inhibition, % at 6 µM; purified ROCK2, Kinase-Glo ATP depletion luminescence; Rho-associated protein kinase 2 (Homo sapiens), O75116;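 active means inhibition above the screen-wide mean inhibition plus 3 SD, cut at about 18% in these data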;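 further: plate controls were DMSO wells for no effect and Y-27632 control wells after no-enzyme background subtraction for full effect; many of its hits are not listed in these tables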
CatG inh – human cathepsin G inhibitors, primary screen, biochemical, pooled compound mixtures, AMC fluorescence. P08311. purified enzyme, AMC-tetrapeptide fluorescence. inhibition, % at 5 µM (by protocol). hit rate 0.2% among 62,000;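 active means inhibition above 20% in each of the two mixture wells holding the compound; inactive means inhibition of 20% or less in either well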;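 further: 0% = enzyme control without mixture and 100% = blank lacking enzyme; strong numbers were not always called active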
Target sequence (P08311 21-244 limits assumed): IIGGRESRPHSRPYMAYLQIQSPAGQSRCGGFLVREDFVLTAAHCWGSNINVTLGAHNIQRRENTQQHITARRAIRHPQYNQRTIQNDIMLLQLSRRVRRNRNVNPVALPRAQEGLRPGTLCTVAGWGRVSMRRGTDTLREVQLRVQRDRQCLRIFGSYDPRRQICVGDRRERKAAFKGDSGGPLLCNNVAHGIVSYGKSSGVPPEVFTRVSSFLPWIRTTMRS
JNK3 blocker – JNK3 kinase activity inhibitors, primary screen, biochemical, human, purified enzyme; HTS; inhibition, % at 8 µM; hit rate 0.61% among 60,000; AID 746, 2007; in the data active means inhibition above about 17%;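 further: 0% = DMSO and 100% = reference inhibitor; many of its hits are not listed in these tables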
C1s block – complement C1s protease inhibitors, primary screen, biochemical, 10-compound mixtures; purified C1s, fluorogenic AMC substrate, pooled mixtures; mean inhibition % of two 10-compound mixtures (stronger effect = higher value), % at 5 µM (by protocol); hit rate 0.16% among 62,000;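 active means inhibition above 20% in each of the two 10-compound mixture wells holding the compound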;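 further: 0% = enzyme wells lacking compound mixture and 100% = no-enzyme blank wells; some compounds called inactive have numbers as strong as hits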
Target sequence (P09871 16-437 limits assumed): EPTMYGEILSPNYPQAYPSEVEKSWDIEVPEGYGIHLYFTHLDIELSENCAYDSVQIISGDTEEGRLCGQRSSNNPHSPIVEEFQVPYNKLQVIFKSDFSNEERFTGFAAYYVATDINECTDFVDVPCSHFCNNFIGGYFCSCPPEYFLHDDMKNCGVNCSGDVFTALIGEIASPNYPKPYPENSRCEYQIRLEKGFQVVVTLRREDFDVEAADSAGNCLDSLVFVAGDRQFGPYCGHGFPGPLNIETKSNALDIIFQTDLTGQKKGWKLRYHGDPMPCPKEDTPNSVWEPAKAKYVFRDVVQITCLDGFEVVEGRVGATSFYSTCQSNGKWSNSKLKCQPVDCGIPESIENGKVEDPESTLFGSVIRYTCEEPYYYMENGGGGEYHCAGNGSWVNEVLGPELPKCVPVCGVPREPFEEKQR
Target sequence (P09871 438-688 limits assumed): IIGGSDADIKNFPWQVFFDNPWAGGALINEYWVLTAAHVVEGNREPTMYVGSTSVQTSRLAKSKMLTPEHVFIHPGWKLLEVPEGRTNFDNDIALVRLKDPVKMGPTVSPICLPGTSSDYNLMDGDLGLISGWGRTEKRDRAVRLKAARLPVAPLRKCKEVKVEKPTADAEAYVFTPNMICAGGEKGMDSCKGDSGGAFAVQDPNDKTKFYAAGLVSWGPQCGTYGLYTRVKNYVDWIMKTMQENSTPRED
FXIIa inh mix – human factor XIIa inhibitors, primary screen, biochemical, pooled compound mixtures, fluorogenic substrate. inhibition, % at 5 µM. AID 684, 2007. Coagulation factor XII (Homo sapiens), P00748. purified FXIIa. hit rate 0.2% among 62,000;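 further: 0% = enzyme without compound and 100% = no enzyme blank; some results filed as inactive read as strong as hits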
CatL block – inhibitors of human cathepsin L, biochemical; AID 460, 2006; purified cathepsin L, fluorogenic substrate, fluorescence; inhibition, %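 (tested at 10 µM)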; hit rate 0.17% among 58,000; Procathepsin L (Homo sapiens), P07711; in the data active means inhibition above about 45%;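 further: 0% = enzyme with no compound and 100% = no enzyme blank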
CatS inh – inhibitors of human cathepsin S, biochemical, compound mixtures; recombinant cathepsin S, AMC dipeptide fluorescence, pooled mixtures; inhibition, %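 (tested at 5 µM per compound within 10-compound mixtures)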; AID 501, 2006; hit rate 0.06% among 62,000; P25774; in the data active means inhibition above about 32%, passing the limit was not always enough;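 further: 0% = enzyme without compound and 100% = blank without enzyme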
FXIa mix inh – FXIa protease inhibitors in compound pools, primary screen, biochemical, 10-compound mixtures. Coagulation factor XI (Homo sapiens), P03951. purified FXIa, fluorogenic substrate, pooled mixtures. inhibition, % at 5 µM. hit rate 0.19% among 62,000. AID 680, 2007;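 further: each value is inhibition by a whole ten-compound pool holding the compound; 0% = enzyme with no mixture and 100% = wells lacking enzyme; strong numbers were not always called active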
PKA kinase inh – inhibitors of human PKA kinase activity, primary screen, biochemical, ATP-depletion luminescence, Kemptide substrate; cAMP-dependent protein kinase catalytic subunit alpha (Homo sapiens), P17612; PKA Kemptide phosphorylation, Kinase-Glo ATP luminescence; inhibition, % at 6 µM; hit rate 0.1% among 65,000; AID 524, 2006;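 active means inhibition above the screen-wide mean inhibition plus 3 SD, cut at about 21% in these data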; further: many of its hits are not listed in these tables
Starred values were filed as active, the others as inactive. Unless noted, no stated cut-off is given here; in the data, active means inhibition above about 20% (passing the limit was not always enough); inactive means the rest. An unsorted share of the library, and some 1.5% of all compounds hit somewhere here.

Screening CCCS(=O)(=O)N1CCC(C(=O)NCCc2ccc(C)cc2)CC1 returned ROCK2 inh 3, CatG inh 2, JNK3 blocker -1, C1s block -1, FXIIa inh mix 11, CatL block -4, CatS inh -6, FXIa mix inh 8 and PKA kinase inh -3.
CS(=O)(=O)N1CCN(c2ccccc2NC(=O)Cc2ccccc2)CC1 was read as ROCK2 inh 6, CatG inh 10, JNK3 blocker 17*, C1s block 10, FXIIa inh mix -1, CatL block 9, CatS inh 6, FXIa mix inh 13 and PKA kinase inh 11.
For CC(=O)c1cccc(NC(=O)CC2SC(N3CCCCC3)=NC2=O)c1 (centres undefined) the results were ROCK2 inh 5, CatG inh 1, JNK3 blocker -4, C1s block 39, FXIIa inh mix 15, CatL block 22, CatS inh 10, FXIa mix inh 2 and PKA kinase inh 9.
For O=C(CN1C(=O)CCSc2ccccc21)Nc1ccccc1 the results were ROCK2 inh 2, CatG inh 2, JNK3 blocker -4, C1s block 28, FXIIa inh mix -1, CatL block 1, CatS inh 13, FXIa mix inh -5 and PKA kinase inh 2.
For N#Cc1nc(COc2ccc(Cl)cc2)oc1N1CCN(Cc2ccccc2)CC1 the results were ROCK2 inh -10, JNK3 blocker 7, CatL block 16 and PKA kinase inh 2.
`COC(=O)c1[nH]c2ccccc2c1NC(=O)CN1CCN(C(=O)c2ccco2)CC1` gave ROCK2 inh 6, CatG inh 6, JNK3 blocker 8, C1s block 0, FXIIa inh mix 5, CatL block 11, CatS inh -4, FXIa mix inh 5 and PKA kinase inh 7.
For O=C(CN1CCOc2ccccc21)N1CCCC1 the results were ROCK2 inh 6, CatG inh 7, JNK3 blocker 2, C1s block 2, FXIIa inh mix 10, CatL block 0, CatS inh -3, FXIa mix inh 6 and PKA kinase inh 10.
CCCn1c(=O)c(C(=O)Nc2c(C)n(C)n(-c3ccccc3)c2=O)c(O)c2ccccc21 was read as ROCK2 inh 4, CatG inh 12, JNK3 blocker -3, C1s block 4, FXIIa inh mix 3, CatL block 6, CatS inh 0, FXIa mix inh 1 and PKA kinase inh 11.
`O=C1CCC(=O)N1CCCCCc1nc(-c2ccccc2)no1` gave ROCK2 inh 9, CatG inh 4, JNK3 blocker 2, C1s block -23, FXIIa inh mix 17, CatL block -7, CatS inh -10, FXIa mix inh -4 and PKA kinase inh 11.
`CCCc1nc(N2CCN(C)CC2)c2sc(=S)n(-c3ccccc3)c2n1` gave ROCK2 inh 1, CatG inh 4, JNK3 blocker -9, C1s block -3, FXIIa inh mix 10, CatL block -4, CatS inh -3, FXIa mix inh -11 and PKA kinase inh -3.
COC(=O)c1sc(=S)sc1C(=O)OC was read as ROCK2 inh 0, CatG inh 10, JNK3 blocker 0, C1s block 16, FXIIa inh mix 2, CatL block 4, CatS inh 14, FXIa mix inh 16 and PKA kinase inh 4.
For Cc1occc1-c1nnc(SCC(=O)NCC2CCCO2)n1C (centres undefined) the results were ROCK2 inh 0, CatG inh 2, JNK3 blocker -5, C1s block -1, FXIIa inh mix 14, CatL block -3, CatS inh -3, FXIa mix inh 7 and PKA kinase inh 2.
CCCCOc1ccc(C(=O)Nc2ccncc2)cc1 was read as ROCK2 inh 14, CatG inh 8, JNK3 blocker 3, C1s block 3, FXIIa inh mix -21, CatL block -7, CatS inh -4, FXIa mix inh -1 and PKA kinase inh 12.
Screening CCCOc1ccc(/C(O)=C2/C(=O)C(=O)N(CCOC)C2c2cccnc2)cc1 (centres undefined) returned ROCK2 inh 1, CatG inh 10, JNK3 blocker 2, C1s block 15, FXIIa inh mix 2, CatL block 13, CatS inh 14, FXIa mix inh 7 and PKA kinase inh 3.
CCCCOC(=O)CCc1n[nH]c(=O)[nH]c1=O was read as ROCK2 inh 7, CatG inh 8, JNK3 blocker 2, C1s block 11, FXIIa inh mix 4, CatS inh -4, FXIa mix inh 8 and PKA kinase inh 7.
CCn1c(SCC(=O)Nc2cccc(C)n2)nnc1-c1ccco1 was read as ROCK2 inh 3, CatG inh 10, JNK3 blocker -2, C1s block 5, FXIIa inh mix 10, CatL block -4, CatS inh 16, FXIa mix inh 9 and PKA kinase inh 4.
`COC(=O)CSc1nnc(-c2ccc(S(=O)(=O)N3CCC(C)CC3)cc2)o1` gave ROCK2 inh -2, CatG inh 3, JNK3 blocker -6, C1s block -29, FXIIa inh mix 2, CatL block 7, CatS inh -8, FXIa mix inh 2 and PKA kinase inh 0.
Screening CCN(CC(=O)Nc1ccc2c(c1)OCCO2)Cc1cc(=O)oc2c(C)c(C)ccc12 returned ROCK2 inh 4, CatG inh -1, JNK3 blocker -2, C1s block 2, FXIIa inh mix 4, CatL block 21, CatS inh 4, FXIa mix inh 0 and PKA kinase inh 15.
CCS(=O)(=O)NCc1cn2c(C)csc2n1 was read as ROCK2 inh 7, CatG inh 8, JNK3 blocker -9, C1s block -2, FXIIa inh mix 3, CatL block 1, CatS inh -3, FXIa mix inh 5 and PKA kinase inh 9.
Cc1cccc(OCCCC(=O)Nc2ccc(S(=O)(=O)Nc3onc(C)c3C)cc2)c1 was read as ROCK2 inh 3, CatG inh 8, JNK3 blocker 5, C1s block 18, FXIIa inh mix 3, CatL block 14, CatS inh 4, FXIa mix inh 3 and PKA kinase inh -2.
For CCCCNc1cc(=O)n(C)c(=O)n1C the results were ROCK2 inh 4, CatG inh 14, JNK3 blocker -7, C1s block 9, FXIIa inh mix -7, CatL block 0, CatS inh 1, FXIa mix inh 6 and PKA kinase inh 4.
Screening CCCc1c(C)c2cc(C)ccc2[nH]c1=O returned ROCK2 inh 6, CatG inh -8, JNK3 blocker 0, C1s block -81, FXIIa inh mix 11, CatL block 5, CatS inh -14, FXIa mix inh -7 and PKA kinase inh 1.
`Cc1ccc(S(=O)(=O)NC(=O)COc2ccccc2C(N)=O)cc1` gave ROCK2 inh -2, CatG inh 14, JNK3 blocker 4, C1s block 16, FXIIa inh mix 2, CatL block -4, CatS inh -2, FXIa mix inh 7 and PKA kinase inh 3.
CC(=O)Nc1ccc(S(=O)(=O)Nc2nc3n(n2)C(c2ccccc2)CC(=O)N3)cc1 (centres undefined) was read as ROCK2 inh 0, CatG inh 3, JNK3 blocker -9, C1s block -15, FXIIa inh mix -18, CatL block -4, CatS inh 7, FXIa mix inh 8 and PKA kinase inh 4.
Screening CC(C)Oc1ccc(/C(O)=C2/C(=O)C(=O)N(CCN3CCOCC3)C2c2ccccc2)cc1 (centres undefined) returned ROCK2 inh -2, CatG inh -2, JNK3 blocker -6, C1s block -27, FXIIa inh mix 1, CatL block 0, CatS inh 3, FXIa mix inh 5 and PKA kinase inh 4.
Screening CCN1CCN(C(=O)Nc2ccc(Cc3ccc(NC(=O)N4CCN(CC)CC4)cc3)cc2)CC1 returned ROCK2 inh 2, CatG inh 10, JNK3 blocker 1, C1s block 10, FXIIa inh mix 6, CatL block 3, CatS inh -8, FXIa mix inh 5 and PKA kinase inh 12.
Fc1ccc2[nH]c3c(N4CCN(C5CCCCC5)CC4)ncnc3c2c1 was read as ROCK2 inh -9, CatG inh 7, JNK3 blocker -1, C1s block -29, FXIIa inh mix 6, CatL block -95, CatS inh 14, FXIa mix inh 2 and PKA kinase inh 3.
For O=C(NCc1ccc2c(c1)OCO2)C1CCN(C(=O)Nc2ccc(Cl)cc2)CC1 the results were ROCK2 inh 3, CatG inh 1, JNK3 blocker 5, C1s block -2, FXIIa inh mix 14, CatL block 6, CatS inh 8, FXIa mix inh 0 and PKA kinase inh 10.
For CC(=O)C(=[N+]=[N-])C(=O)NCc1ccccc1 the results were ROCK2 inh -14, JNK3 blocker -5, CatL block 7 and PKA kinase inh 4.
Cc1ccc(S(=O)(=O)Cn2nnnc2C(C(C)C)N2CCN(C(=O)c3ccco3)CC2)cc1 (centres undefined) was read as ROCK2 inh 11, CatG inh 13, JNK3 blocker 0, C1s block 16, FXIIa inh mix 5, CatL block 0, CatS inh 12, FXIa mix inh 5 and PKA kinase inh 8.

Compounds listed so far containing a Cl atom:
For N#Cc1nc(COc2ccc(Cl)cc2)oc1N1CCN(Cc2ccccc2)CC1 the results were ROCK2 inh -10, JNK3 blocker 7, CatL block 16 and PKA kinase inh 2.
For O=C(NCc1ccc2c(c1)OCO2)C1CCN(C(=O)Nc2ccc(Cl)cc2)CC1 the results were ROCK2 inh 3, CatG inh 1, JNK3 blocker 5, C1s block -2, FXIIa inh mix 14, CatL block 6, CatS inh 8, FXIa mix inh 0 and PKA kinase inh 10.

Remaining list, next part
`Fc1ccccc1N1CCN(c2ncnc3[nH]ncc23)CC1` gave ROCK2 inh 14, CatG inh 7, JNK3 blocker 4, C1s block 3, FXIIa inh mix 6, CatL block 27, CatS inh 2, FXIa mix inh 0 and PKA kinase inh 28*.
`CN(C)S(=O)(=O)Nc1ccc2c(c1)OCO2` gave ROCK2 inh 6, CatG inh 0, JNK3 blocker 0, C1s block -5, FXIIa inh mix 1, CatL block 12, CatS inh 11, FXIa mix inh 24* and PKA kinase inh 11.
Screening Cc1ccc(-n2c(Cc3cccn3C)nnc2SCC(=O)N2CCc3ccccc32)cc1 returned ROCK2 inh 2, CatG inh -1, JNK3 blocker -4, C1s block 3, FXIIa inh mix 7, CatL block 4, CatS inh 1, FXIa mix inh 5 and PKA kinase inh 0.
`C=C(C)C1Cc2nc(N)nc(C)c2C1` (centres undefined) gave ROCK2 inh 7, CatG inh 10, JNK3 blocker 2, C1s block 2, FXIIa inh mix 3, CatL block 19, CatS inh 7, FXIa mix inh -1 and PKA kinase inh 2.
For O=C(c1ccc(CS(=O)(=O)c2ccccc2)o1)N1CCN(c2ncccn2)CC1 the results were ROCK2 inh 5, CatG inh 9, JNK3 blocker -10, C1s block 15, FXIIa inh mix -4, CatL block 8, CatS inh -5, FXIa mix inh 2 and PKA kinase inh -4.
For CN(CC(=O)Nc1ccc2c(c1)OCCO2)S(=O)(=O)c1ccc(Br)s1 the results were CatG inh 7, C1s block 3, FXIIa inh mix 4, CatL block -1, CatS inh -5, FXIa mix inh -2 and PKA kinase inh -9.
O=c1oc2ccccc2cc1-c1nnc(-c2cccc(Br)c2)o1 was read as ROCK2 inh 0, CatG inh -19, JNK3 blocker 6, C1s block -38, FXIIa inh mix -20, CatL block -29, CatS inh 13, FXIa mix inh -8 and PKA kinase inh 10.
`Cn1c(=O)c2c(SC3CCCC3)nc(CC(C)(C)C)nc2n(C)c1=O` gave ROCK2 inh 0, CatG inh 10, JNK3 blocker -4, C1s block -1, FXIIa inh mix 6, CatL block -3, CatS inh 0, FXIa mix inh 1 and PKA kinase inh 0.
`O=c1[nH]c2cc3c(cc2cc1C(c1nnnn1CC1CCCO1)N1CCCCCC1)OCO3` (centres undefined) gave ROCK2 inh 6, CatG inh 10, JNK3 blocker -3, C1s block -4, FXIIa inh mix -2, CatL block -3, CatS inh 3, FXIa mix inh -6 and PKA kinase inh 10.
`CCOCCCN1CC(C(=O)NCCc2ccccc2)CC1=O` (centres undefined) gave ROCK2 inh -4, CatG inh -1, JNK3 blocker -4, C1s block -36, FXIIa inh mix -15, CatL block 1, CatS inh -2, FXIa mix inh 7 and PKA kinase inh -1.
`O=C(NCN1CCc2ccccc2C1)c1cnccn1` gave CatG inh 1, C1s block 3, FXIIa inh mix 8, CatL block 11, CatS inh 7, FXIa mix inh 5 and PKA kinase inh 4.
`N#Cc1cc2ccccc2nc1SCc1ccccn1` gave ROCK2 inh 0, CatG inh -1, JNK3 blocker -10, C1s block -2, FXIIa inh mix 1, CatL block 7, CatS inh 16, FXIa mix inh 5 and PKA kinase inh -1.
